Assay outcomes deposited in PubChem BioAssay by National Center for Advancing Translational Sciences (NCATS).
EPAC1 ag: qHTS for Agonist of cAMP-regulated guanine nucleotide exchange factor 3 (EPAC1): primary screen. Rap guanine nucleotide exchange factor 3 (Homo sapiens), O95398. EPAC1 agonist qHTS, biochemical assay; response scale: 100% = response to 6.5 mM cAMP. AID 720707, 2013. hit rate 0.073% among 360,000. Potency, µM (series often up to 154 µM), for the others: at the top dose activation, actives largely listed as activators; note: potency is the fitted concentration of half-maximal effect; nearly all actives have a fitted effect of over 60% in size
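Nucleotide exchange by EPAC1 (100 nM) on Rap1B–BODIPY-GDP (250 nM) in the presence of 50 uM GDP is tracked fluorescently at 480/540 nm over 30 min. Signals are normalized to a 6.5 mM cAMP control.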
PLK1 PBD inh: qHTS for Inhibitors of PLK1-PDB (polo-like kinase 1 - polo-box domain): Primary Screen | hit rate 2.8% among 360,000 | Potency, µM, without a hit: max response, negative = inhibition, usual class: inhibitors | Plk1 PBD binding of FITC phosphopeptide, fluorescence polarization; note: potency is the fitted concentration of half-maximal effect; series mostly up to about 57 µM; % is set by controls: 0 for no effect and ±100 for the full control effect; nearly all actives have a fitted effect of over 65% in size
Target sequence (P53350 whole entry, looked up, the tested form may be a part): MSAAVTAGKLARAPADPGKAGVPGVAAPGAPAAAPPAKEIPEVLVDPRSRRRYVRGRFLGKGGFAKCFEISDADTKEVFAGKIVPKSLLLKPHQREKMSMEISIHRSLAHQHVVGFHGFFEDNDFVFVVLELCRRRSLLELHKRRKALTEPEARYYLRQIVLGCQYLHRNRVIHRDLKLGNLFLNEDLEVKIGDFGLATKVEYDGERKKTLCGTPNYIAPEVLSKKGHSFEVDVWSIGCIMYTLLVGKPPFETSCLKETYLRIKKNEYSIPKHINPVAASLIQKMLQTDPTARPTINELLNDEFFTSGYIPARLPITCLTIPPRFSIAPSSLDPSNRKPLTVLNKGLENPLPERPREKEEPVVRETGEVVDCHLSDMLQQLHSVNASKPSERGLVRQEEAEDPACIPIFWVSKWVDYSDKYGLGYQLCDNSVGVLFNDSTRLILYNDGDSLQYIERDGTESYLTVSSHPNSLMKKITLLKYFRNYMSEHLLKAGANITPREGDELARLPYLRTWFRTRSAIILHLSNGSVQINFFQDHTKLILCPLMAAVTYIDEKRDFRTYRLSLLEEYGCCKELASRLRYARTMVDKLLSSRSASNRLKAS
EPAC1 antag: qHTS for Antagonist of cAMP-regulated guanine nucleotide exchange factor 3 (EPAC1): primary screen; EPAC1 GEF assay, Rap1b-BODIPY-GDP exchange fluorescence; Potency, µM (doses to about 115 µM), for the others: at the highest dose activity change, negative = inhibition, usual class: inhibitors; AID 720709, 2013; hit rate 0.14% among 360,000; Rap guanine nucleotide exchange factor 3 (Homo sapiens), O95398;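 note: potency is the fitted concentration of half-maximal effect; plate controls were vehicle for no effect and positive control for full effect; nearly all actives have a fitted effect of over 50% in size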
WRN helicase inh: qHTS for Inhibitors of WRN Helicase | hit rate 0.46% among 360,000 | WRN helicase unwinding, fluorescent forked duplex, kinetic | Bifunctional 3'-5' exonuclease/ATP-dependent helicase WRN (Homo sapiens), Q14191 | Potency, µM (doses to about 114 µM), for inactives: top-dose activity change, negative = inhibition, actives largely listed as inhibitors; note: potency is the fitted concentration of half-maximal effect; % is set by controls: 0 for no effect and ±100 for the full control effect; nearly all actives have a fitted effect of over 55% in size
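Primary qHTS, 1536-well format. 20 nM WRN + compound, 15 min RT; start with 100 nM forked fluorophore/quencher duplex, 2 mM ATP (final); kinetic read ex 525/em 598 nm.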
IL2 activator: qHTS of IL-2 Activators. IL-2 activation reporter assay, cell-based qHTS; stimulated with anti-CD3/CD4/CD28 beads; in transgenic mouse T cells. hit rate 0.065% among 360,000. activation, % (series mostly up to about 46 µM). AID 652025, 2013; in the data active = activation above about 50%; inconclusive = mostly about 30% to 49%; note: 0% is about no effect
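Readout is EGFP and DsRed signal by fluorescent plate cytometry after 18 h at 37 degrees C. Transgenic mouse T cells (750/well) received compound for 60 min before bead stimulation (anti-CD3, anti-CD4, anti-CD28); memory T cells served as non-tolerant control.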
FUS suppressor: qHTS for Suppressors of FUS Proteinopathy: Primary screen using FUS-linked yeast assay | S. cerevisiae FUS-expressing, growth rescue, OD600, 24 h | Potency, µM (doses to about 76.6 µM), without a hit: at the top dose growth rescue (activation), most hits filed as activators | AID 1347120, 2019 | hit rate 0.24% among 390,000;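 note: potency is the fitted concentration of half-maximal effect; plate controls were DMSO vehicle for no effect and reference control for full effect; nearly all actives have a fitted effect of over 55% in size; some results filed as inactive show a strong effect at the top dose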
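Compound concentration series was pinned onto galactose-induced FUS-expressing yeast seeded at OD 0.005. Plates sat 24hr at 30C; absorbance at 600 nm gave growth. DMSO served as background control.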
PI5P4K alpha inh: qHTS for Inhibitors of phosphatidylinositol 5-phosphate 4-kinase (PI5P4K); Phosphatidylinositol 5-phosphate 4-kinase type-2 alpha (Homo sapiens), P48426; hit rate 1.2% among 330,000; max response, %; PI5P4Kalpha enzyme, ADP-Glo luminescence, 60 min; hits give low values; AID 652105, 2013; active = max response of -50% or lower; inconclusive = between -30% and -50%; inactive = -30% or higher; note: value at the top dose of about 77 µM; % is set by controls: 0 for no effect and ±100 for the full control effect
Target sequence (P48426 whole entry, looked up): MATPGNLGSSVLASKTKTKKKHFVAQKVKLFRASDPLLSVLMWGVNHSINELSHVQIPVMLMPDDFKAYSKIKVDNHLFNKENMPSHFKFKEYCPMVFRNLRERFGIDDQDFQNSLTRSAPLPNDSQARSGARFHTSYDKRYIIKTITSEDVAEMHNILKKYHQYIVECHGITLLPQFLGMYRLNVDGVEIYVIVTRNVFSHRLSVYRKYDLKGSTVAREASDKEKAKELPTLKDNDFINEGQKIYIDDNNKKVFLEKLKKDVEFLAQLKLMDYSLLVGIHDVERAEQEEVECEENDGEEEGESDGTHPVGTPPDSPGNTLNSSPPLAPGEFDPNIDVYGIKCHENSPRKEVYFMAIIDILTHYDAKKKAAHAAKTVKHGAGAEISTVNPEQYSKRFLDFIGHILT
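Enzyme plus substrate dispensed, test compounds pinned in, then ATP (5 microM final) added. After 60 min at RT, ADP-Glo reagent 1 for 45 min and reagent 2 for 30 min preceded luminescence imaging.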
Abeta yeast res: qHTS for compounds that reverse cellular toxicity of Amyloid beta (A-beta) peptide in yeast: Primary Screen. Potency, µM (titrated, usually from 46.1 µM), inactives show at the highest dose growth rescue, actives largely listed as activators. yeast expressing A-beta42, growth rescue, OD600, 48 h; response scale: 0% DMSO, 100% iron-clioquinol control. hit rate 0.063% among 410,000; note: potency is the fitted concentration of half-maximal effect; nearly all actives have a fitted effect of over 55% in size
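Yeast A-beta toxicity model in growth medium with pinned compounds, 48 h at 30 C; growth read as absorbance at 600 nm. Normalized to FeCl3/clioquinol equimolar mix (positive) and DMSO (negative).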
An asterisk follows results filed as active; ? = inconclusive; . = not tested or not shown; & = joins results of further samples; [ ] = dose if it differs, or a comment. Unless noted, calls come from the whole dose curve; as a rule, active = well fitted curve in the direction sought with a large enough effect; inconclusive = small, poorly fitted or top-dose-only effect, or another doubt; inactive = no such curve, though single readings can be large; an effect the other way counts as inactive or inconclusive. Not a hit list; any-hit rate near 4.1%.

Each structure is followed by: EPAC1 ag	PLK1 PBD inh	EPAC1 antag	WRN helicase inh	IL2 activator	FUS suppressor	PI5P4K alpha inh	Abeta yeast res
[1] Cc1cc(=O)oc2cc3oc(=O)cc(C)c3cc12
  5%	1%	-2%	-14%	0.6	-19%	-1	2%
[2] C[C@H](NC(=O)c1nc[nH]c1C(=O)N1CCc2ccccc2C1)c1ccccc1
  2%	-2%	-19%	-1%	-0.1	20%	5	2%
[3] O=C(NCc1cccnc1)c1cc(C2CCCN(S(=O)(=O)c3ccccc3)C2)on1 (centres undefined)
  -3%	-11%	-6%	-1%	-0.5	-6%	-5	-2%
[4] Cn1ncc(Br)c1C(=O)N/N=C/c1ccc(OS(=O)(=O)c2ccccc2)cc1
  10%	1%	7%	-9%	-2.2	1%	0	-6%
[5] O=C(CCCCn1c(=O)[nH]c2ccccc2c1=O)NCc1ccc2c(c1)OCO2
  -1%	-1%	15%	9%	-1.9	65%	6	1%
[6] C=CCNC(=O)c1ccc2c3n(nc2c1)-c1ccc(Cl)cc1CO3
  1%	-9%	-3%	-1%	-3.5	-8%	-6	-8%
[7] COc1ccc(CC(=O)OCC(=O)Nc2ncc(Cl)c(C)c2Cl)cc1
  -2%	-20%	-14%	-24%	-2.7	22%	-6	13%
[8] c1coc(CN(Cc2cccs2)Cc2nnnn2C2CCCCC2)c1
  1%	-3%	-13%	-3%	-0.3	27%	-6	11%
[9] Cc1cc2nc(-c3ccco3)c(Cc3cccc(Cl)c3)n2c(C)c1Br
  -13%	?	-14%	-5%	-1.2	5%	-56*	-64%[inhibitor]
[10] CCOC(=O)N1CCN(C(=S)NC(=O)c2nn(C)cc2Br)CC1
  8%	2%	9%	-5%	0.0	16%	5	-2%
[11] COCCN1Cc2cccc(C(=O)Nc3ccc(S(=O)(=O)N4CCOCC4)cc3)c2C1=O
  15%	3%	8%	-6%	0.5	-37%	-2	-2%
[12] O=C(O)c1ccccc1C(=O)NC1CCCCNC1=O (centres undefined)
  -2%	-12%	7%	6%	0.6	3%	1	-24%
[13] COc1ccc2[nH]c(=O)c(CN(CC3CCCO3)C(=O)Nc3ccc(F)cc3)cc2c1 (centres undefined)
  -6%	-9%	-3%	-23%	-4.2	.	-6	0%
[14] CCOC(=O)c1cccc(NS(=O)(=O)c2c(C(=O)N3CCCCCC3)c(C)n(C)c2C)c1
  10%	-6%	-12%	-7%	-1.7	16%	6	5%
[15] Cc1sc(NC(=O)c2cccs2)c(C(=O)OC(C)C)c1C
  8%	-1%	-2%	0%	-0.6	-25%	3	19%
[16] CC(C)C[C@H]1CNC(=S)N1C[C@H]1CCCN1C[C@H](Cc1ccc(O)cc1)N1C[C@H](Cc2ccc(O)cc2)N(CCc2ccccc2)C1=S
  3%	0%	-10%	-14%	-0.7	44%	-2	9%
[17] COC(=O)c1[nH]c2ccc(Br)cc2c1NC(=O)C(C)N1CCN(C2CCCCC2)CC1 (centres undefined)
  -12%	0%	11%	5%	-0.3	-3%	-1	24%
[18] Cc1ccc(NC(=O)COC(=O)C2CCC(=O)N2)c([N+](=O)[O-])c1 (centres undefined)
  -1%	-1%	8%	3%	0.8	-43%	-1	5%
[19] Cn1c(NCc2ccccc2F)nc2cc(-c3cccc(Cl)c3)sc2c1=O
  12%	-3%	-3%	4%	-0.1	-9%	16	-4%
[20] O=C(CCCCCN1C(=O)c2ccccc2C1=O)Nc1nccs1
  -4%	-4%	2%	-12%	1.6	30%	5	5%
[21] CCOC(=O)Nc1c2ccccc2nc2ccccc12
  9%	-13%	-2%	-4%	-1.2	-27%	-3	3%
[22] COCCN(C(=O)CSc1nc2ccccc2c(=O)n1CC(C)C)c1c(N)n(Cc2ccccc2)c(=O)[nH]c1=O
  0%	-12%	2%	-2%	-0.9	?	-1	1%
[23] O=C(Cn1nnc(-c2ccccc2F)n1)OCC(=O)c1ccccc1
  -5%	-5%	-8%	-14%	-0.6	4%	2	-9%
[24] O=C(Nc1ccccc1Cl)c1cc(S(=O)(=O)N2CCCC(C(=O)O)C2)ccc1F (centres undefined)
  10%	-9%	7%	-14%	0.0	8%	.	-5%
[25] FC(F)(F)c1cccc(CON=C2CCN(c3ncc(C(F)(F)F)cc3Cl)CC2)c1
  1%	4%	-4%	-9%	-0.3	-3%	.	12%
[26] Cc1onc(C(=O)N2CCOCC2)c1[N+](=O)[O-]
  -10%	4%	-6%	3%	-2.7	-32%	-4	6%
[27] Cc1ccsc1C(=O)OCc1cc(=O)n2ccsc2n1
  7%	1%	-4%	-15%	-2.0	.	?	-21%
[28] CCCCn1c(CCC(=O)O)nc2cc(S(=O)(=O)N(CC)CC)ccc21
  3%	5%	?	-22%	-3.7	36%	-7	-4%
[29] CCOc1ccc(Oc2ccc(-c3nnc(-c4ccccc4)o3)cc2[N+](=O)[O-])cc1
  0%	-5%	1%	1%	0.2	6%	0	10%
[30] C[C@@H](O)CNC(=O)c1[nH]cnc1C(=O)N[C@H](C)c1ccccc1
  -2%	-2%	-5%	5%	0.3	-13%	0	1%

8 structures out of the list, sorted by formula weight, low to high.
Each structure is followed by: EPAC1 ag	PLK1 PBD inh	EPAC1 antag	WRN helicase inh	IL2 activator	FUS suppressor	PI5P4K alpha inh	Abeta yeast res
[21] CCOC(=O)Nc1c2ccccc2nc2ccccc12
  9%	-13%	-2%	-4%	-1.2	-27%	-3	3%
[6] C=CCNC(=O)c1ccc2c3n(nc2c1)-c1ccc(Cl)cc1CO3
  1%	-9%	-3%	-1%	-3.5	-8%	-6	-8%
[10] CCOC(=O)N1CCN(C(=S)NC(=O)c2nn(C)cc2Br)CC1
  8%	2%	9%	-5%	0.0	16%	5	-2%
[13] COc1ccc2[nH]c(=O)c(CN(CC3CCCO3)C(=O)Nc3ccc(F)cc3)cc2c1 (centres undefined)
  -6%	-9%	-3%	-23%	-4.2	.	-6	0%
[3] O=C(NCc1cccnc1)c1cc(C2CCCN(S(=O)(=O)c3ccccc3)C2)on1 (centres undefined)
  -3%	-11%	-6%	-1%	-0.5	-6%	-5	-2%
[24] O=C(Nc1ccccc1Cl)c1cc(S(=O)(=O)N2CCCC(C(=O)O)C2)ccc1F (centres undefined)
  10%	-9%	7%	-14%	0.0	8%	.	-5%
[14] CCOC(=O)c1cccc(NS(=O)(=O)c2c(C(=O)N3CCCCCC3)c(C)n(C)c2C)c1
  10%	-6%	-12%	-7%	-1.7	16%	6	5%
[17] COC(=O)c1[nH]c2ccc(Br)cc2c1NC(=O)C(C)N1CCN(C2CCCCC2)CC1 (centres undefined)
  -12%	0%	11%	5%	-0.3	-3%	-1	24%

(further entries)
Each structure is followed by: EPAC1 ag	PLK1 PBD inh	EPAC1 antag	WRN helicase inh	IL2 activator	FUS suppressor	PI5P4K alpha inh	Abeta yeast res
[31] Cn1c(=O)c(=O)n(C)c2cc(N3CCOCC3)c(NS(=O)(=O)c3ccc(F)c(Cl)c3)cc21
  0%	-14%	-8%	-7%	-3.5	-8%&27%	1	-5%&-4%
[32] CS(=O)(=O)c1ccc([C@@H](O)[C@@H](CF)NC(=O)C(Cl)Cl)cc1
  -16%	-1%	4%	4%	0.4	-39%	-1	-17%
[33] CCOc1ccc(CC(=O)Nc2ccc(S(=O)(=O)Nc3cc(C)on3)cc2)cc1OCC
  -3%	-8%	4%	-31%	1.8	.	9	26%
[34] CN(C)c1ccc(C(CNS(=O)(=O)c2ccc(F)c(F)c2)c2c[nH]c3ccccc23)cc1 (centres undefined)
  5%	-3%	-21%	-6%	-0.8	?	7	?
[35] CC(C)CNC(=O)c1c(F)c(F)c(F)c(F)c1F
  -4%	1%	7%	-1%	-0.5	-4%	-3	6%
[36] Cc1cc(NS(=O)(=O)c2ccc(NC(=O)C(C)Oc3cc(C)c(Cl)c(C)c3)cc2)no1 (centres undefined)
  12%	-10%	-7%	-13%	0.2	44%	-1	5%
[37] CCCCNc1c(-c2ccc(Sc3ccc(OC)cc3)cc2)nc2cc(C)ccn12
  11%	2%	-11%	-6%	-1.9	?	-2	-68%[inhibitor]
[38] CSc1nsc(NC(=O)OCc2ccc(Cl)cc2)n1
  -4%	-3%	-16%	9%	-0.7	-17%	-8	-15%
[39] Cc1ccc(C(=O)N2CCN(c3nc4ccccc4n3C)CC2)cc1
  -1%	-2%	-22%	-2%	-1.3	-24%	10	3%
[40] CC(OC(=O)C1CC1C)C(=O)Nc1ncc(Cl)cc1Cl (centres undefined)
  4%	4%	-10%	-9%	0.6	-17%	3	-3%
[41] Cc1ccc(NC(=O)NCCN2CCN(c3ccccc3)CC2)cc1Cl
  7%	3%	-5%	-6%	-2.7	-17%	10	5%
[42] Cc1ccc(-n2c(=O)c3ccccc3n(CC(=O)NCc3ccco3)c2=O)cc1
  -2%	-1%	9%	5%	0.4	25%	-1	-11%
[43] CC(C)(C)OC(=O)N[C@@H](Cc1ccccc1)C(=O)N[C@@H](CO)[C@H](O)[C@@H]1C[C@@H]1C(=O)NC1CCCCC1
  -9%	-1%	-16%	7%	4.0	26%	-5	1%
[44] COCCNc1nc(Nc2ccc(C)cc2C)c2sccc2n1
  -13%	-4%	-5%	-3%	-1.0	-21%	-11	-6%
[45] CC(C)c1ccccc1-n1c(-c2cccnc2)n[nH]c1=S
  -2%	-5%	4%	-1%	-0.6	0%	-12	7%
[46] C=CCn1c(OCc2ccccc2)n[nH]c1=S
  13%	-28%	-15%	-1%	0.0	-5%	-1	5%
[47] CC(C)Cc1nc2sc3c(=O)[nH]cnc3c2c2c1CCC2
  1%	-18%	-13%	-5%	-0.7	.	21	-12%
[48] COc1cccc(NC(=O)CN(C)C(=O)CN2C(=O)NC(C)(c3ccc(C)cc3)C2=O)c1 (centres undefined)
  -13%	3%	-9%	2%	-0.1	?	-6	-4%
[49] Nn1c(Cc2ccccc2F)nnc1SCC(=O)N1CC(=O)Nc2ccccc21
  3%	-8%	-13%	-1%	0.3	11%	10	15%
